rTrxR1 inhibitor = qHTS Assay for Inhibitors of Mammalian Selenoprotein Thioredoxin Reductase 1 (TrxR1): qHTS. recombinant rTrxR1, NADPH fluorescence consumption, selenite substrate. Potency, µM (highest dose often 114 µM), without a hit: at the highest dose activity change, negative = inhibition, most hits filed as inhibitors. 390,000 tested, 1% active; further: potency means the concentration at half of the fitted maximal effect; on the % scale 0 is the no-effect control and ±100 the full control effect; nearly all actives have a fitted effect of over 65% in size
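Rat TrxR1 (90 nM in the dispensed reagent) was pre-reduced with 400 uM NADPH for 5 min at room temperature, then incubated with compound for 15 min. After 400 uM selenite was added, NADPH fluorescence (Ex 340/Em 450 nm) was followed for 8 min.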
Pin1 inh = qHTS Assay to Find Inhibitors of Pin1; Pin1 FP peptide displacement, HiFluor488, 10 min; Peptidyl-prolyl cis-trans isomerase NIMA-interacting 1 (Homo sapiens), Q13526; Potency, µM (series often up to 115 µM), for the others: at the top dose activity, negative = inhibition, most hits filed as inhibitors; 390,000 tested, 0.009% active; active means well fitted inhibition curve with a large enough effect in the polarisation, with a control signal flat, not every such curve was filed as active; inconclusive means small, poorly fitted or top-dose-only effect, or effect the other way, or a change in a side signal; inactive means no such curve, though single readings can be large or run the other way; the % refers to the polarisation; further: potency means the concentration at half of the fitted maximal effect; on the % scale 0 is the no-effect control and ±100 the full control effect
Target sequence (Q13526 whole entry, looked up): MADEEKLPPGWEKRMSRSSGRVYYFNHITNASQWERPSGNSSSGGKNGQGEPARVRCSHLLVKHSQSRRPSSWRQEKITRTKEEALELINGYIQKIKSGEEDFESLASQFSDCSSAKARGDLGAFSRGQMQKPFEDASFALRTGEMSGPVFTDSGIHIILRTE
D2 ag = HTS Assay for Allosteric Agonists of the Human D2 Dopamine Receptor: Primary Screen for Agonists; 340,000 tested, 0.53% active; HEK293 T-REx D2 cells, calcium flux agonist mode; AID 485358, 2010; activation, % at 2 µM; D(2) dopamine receptor (Homo sapiens), P14416;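 active means activation over 3 SD above normal in the single-dose calcium agonist read, cut at about 30% in these data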; further: 0% is about no effect
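Calcium-flux readout, 1 cycle/sec over 180 s following compound pin transfer, in inducible HEK293 Trex D2 cells (force-coupled); dopamine controls included. Positive calcium responses during this window marked compounds as potential agonists.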
D2 antag = HTS Assay for Allosteric Antagonists of the Human D2 Dopamine Receptor: Primary Screen for Antagonists; D(2) dopamine receptor (Homo sapiens), P14416; HEK293 TREx D2 cells, calcium flux, dopamine EC80; inhibition, % at 10 µM; 340,000 tested, 2% active; in the data active means inhibition above about 30%; further: 0% is about no effect
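Read-out: kinetic calcium fluorescence (1 cycle/s) in inducible HEK293 T-REx D2 cells after an EC80 dopamine addition that followed 180 s compound preincubation. Loss of the dopamine response indicates antagonism.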
TRHR enhancer = qHTS for Small Molecule Agonists and Allosteric Enhancers of Human TRH Receptor: Primary Screen for Enhancers | TRHR cells, fluo-8 calcium fluorescence, EC20 TRH enhancement | enhancement, % at 2 µM | 360,000 tested, 0.66% active | AID 493056, 2011; in the data active means enhancement above about 30%; further: 0% is about no effect
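TRHR-expressing cells loaded with fluo-8 calcium dye were read kinetically (ex 480/em 530) during compound addition, then stimulated with an EC20 of TRH (10 nM final). Enhancement of the Gq-mediated intracellular calcium response was scored.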
TrxR1 substrate = qHTS Assay for Substrates of Mammalian Selenoprotein Thioredoxin Reductase 1 (TrxR1): qHTS. 390,000 tested, 0.01% active. purified TrxR1 substrate turnover, NADPH consumption readout. Thioredoxin reductase 1, cytoplasmic (Rattus norvegicus), O89049. Potency, µM (top dose mostly 114 µM), inactives show top-dose activity change, negative = substrate turnover; further: potency means the concentration at half of the fitted maximal effect; on the % scale 0 is the no-effect control and ±100 the full control effect; nearly all actives have a fitted effect of over 50% in size
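Rat TrxR1, dispensed at 90 nM, was prereduced with 400 uM NADPH (final) for 5 min at ~22 deg C, then incubated with compound 15 min before 400 uM selenite. A first-read NADPH fluorescence drop versus no-compound background flagged substrates.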
IDH1 R132H inh = qHTS for Inhibitors of mutant isocitrate dehydrogenase 1 (IDH1): qHTS. AID 602179, 2012. Potency, µM (doses to about 76.6 µM), for the others: at the highest dose activity change, negative = inhibition, actives largely listed as inhibitors. Isocitrate dehydrogenase [NADP] cytoplasmic (Homo sapiens), O75874. IDH1-R132H enzyme, NADPH consumption, diaphorase/resazurin fluorescence. 390,000 tested, 0.093% active; further: potency means the concentration at half of the fitted maximal effect; on the % scale 0 is the no-effect control and ±100 the full control effect; nearly all actives have a fitted effect of over 65% in size
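IDH1-R132H (0.5 ug/mL) preincubated 30 min with compound, then NADPH (0.016 mM) and alpha-KG (2 mM) added; 80 min at RT, pH 7.5. Remaining NADPH coupled via diaphorase/resazurin to fluorescence (540/590 nm); concentration-response curves normalized to no-enzyme control.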
TRHR ag = qHTS for Small Molecule Agonists and Allosteric Enhancers of Human TRH Receptor: Primary Screen for Agonists | activation, % at 2 µM | TRHR cells, calcium flux fluo-8, FDSS agonist mode | Thyrotropin-releasing hormone receptor (Homo sapiens), P34981 | AID 493084, 2011 | 360,000 tested, 0.18% active; in the data active means activation above about 30%; further: 0% is about no effect
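In this calcium-flux screen, cells bearing human TRHR are dye-loaded with fluo-8, baselined for 10 cycles, then exposed to library compounds; positive kinetic calcium responses during the agonist phase mark hits, with TRH as control.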
USP1-UAF1 inh = Inhibitors of USP1/UAF1: Primary Screen | 390,000 tested, 0.23% active | recombinant USP1/UAF1, Ub-Rhodamine cleavage fluorescence | Potency, µM (doses to about 57.1 µM), for inactives: top-dose activity change, negative = inhibition, usual class: inhibitors | Ubiquitin carboxyl-terminal hydrolase 1 (Homo sapiens), O94782; further: potency means the concentration at half of the fitted maximal effect; on the % scale 0 is the no-effect control and ±100 the full control effect; nearly all actives have a fitted effect of over 60% in size; inactives centre near -12
Target sequence (O94782 whole entry, looked up): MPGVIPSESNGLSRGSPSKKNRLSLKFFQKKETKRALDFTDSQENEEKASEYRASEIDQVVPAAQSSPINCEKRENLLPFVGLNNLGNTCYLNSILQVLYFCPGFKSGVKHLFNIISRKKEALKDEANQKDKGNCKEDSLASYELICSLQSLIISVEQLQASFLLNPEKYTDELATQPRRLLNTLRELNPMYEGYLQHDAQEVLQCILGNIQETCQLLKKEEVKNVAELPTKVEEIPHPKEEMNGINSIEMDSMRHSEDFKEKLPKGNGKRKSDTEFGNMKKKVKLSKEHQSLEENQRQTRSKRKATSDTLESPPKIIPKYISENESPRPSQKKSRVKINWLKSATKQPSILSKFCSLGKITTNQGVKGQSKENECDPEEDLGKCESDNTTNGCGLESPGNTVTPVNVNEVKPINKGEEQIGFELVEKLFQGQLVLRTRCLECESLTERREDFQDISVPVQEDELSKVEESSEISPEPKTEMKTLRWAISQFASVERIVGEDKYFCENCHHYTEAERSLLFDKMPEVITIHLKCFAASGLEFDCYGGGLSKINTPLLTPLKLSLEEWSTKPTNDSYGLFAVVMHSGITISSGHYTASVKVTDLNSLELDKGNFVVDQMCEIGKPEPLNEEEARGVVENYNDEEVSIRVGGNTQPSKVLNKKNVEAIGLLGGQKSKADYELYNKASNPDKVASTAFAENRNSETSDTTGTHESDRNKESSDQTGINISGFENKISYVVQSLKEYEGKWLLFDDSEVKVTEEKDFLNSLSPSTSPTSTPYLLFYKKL
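1 nM enzyme complex + cpd, 15 min RT; start with Ub-Rho 150nM final; kinetic fluorescence ex 480/em 540, 6 reads q60 s. Buffer 50mM HEPES pH 7.8, 0.5mM EDTA, 0.1 mg/ml BSA, 1mM TCEP, 0.01% Tween-20.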
Starred values were filed as active, the others as inactive; ? = inconclusive; / = not tested or not shown; [ ] = dose if it differs, or a comment. Unless noted, the call rests on the fitted dose curve; in most records, active means well fitted inhibition curve with a large enough effect; inconclusive means small, poorly fitted or top-dose-only effect; inactive means no such curve, though single readings can be large or run the other way.

Results follow in this order: TRHR ag	USP1-UAF1 inh	Pin1 inh	rTrxR1 inhibitor	D2 ag	D2 antag	IDH1 R132H inh	TrxR1 substrate	TRHR enhancer
1) O=C(CN1CCCCCC1)Nc1ccccc1OC(F)F
→ 0.1	0.5%	-1.9%	-4.0%	-1.2	6.3	-2.0%	-6.6%	7.2
2) COc1c(C=O)c(CCN(C)C(=O)c2ccc(F)cc2)cc2c1OCO2
→ -0.7	-4.4%	-10.3%	-4.1%[57.1 µM]	0.4	-11.6	-2.0%	3.3%[57.1 µM]	-2.5
3) COC1OC2COC(c3ccccc3)OC2C2OC12 (configuration not stated)
→ /	-13.7%	-0.4%	9.9%[57.1 µM]	/	/	0.3%	8.4%[57.1 µM]	/
4) Cc1ccccc1C(=O)Nc1ccccc1OCc1cc(=O)n2ccccc2n1
→ 0.1	-25.0%	-5.3%	35.3%[57.1 µM]	-2.0	/	-6.2%	7.2%[57.1 µM]	-1.3
5) CCOC(=O)NCc1ccc(S(=O)(=O)Nc2ccccc2C)cc1
→ 0.0	-7.1%	1.1%	11.3%	0.8	17.1	-1.5%	6.3%	-0.4
6) Cc1ccc2sc(=O)[nH]c2c1
→ -0.5	-9.5%	-1.1%	16.7%	1.0	10.1	-1.0%	-0.4%	-2.7
7) CCOc1ccc(S(=O)(=O)Nc2cccc(C(=O)NCC(C)(C)N3CCOCC3)c2)cc1
→ 0.3	-8.1%	-7.0%	10.8%	0.4	10.1	-8.2%	-6.6%[57.1 µM]	-1.4
8) CCc1ccc(OC(=O)CSc2nnc(-c3ccc4c(c3)OCO4)o2)cc1
→ 0.4	-11.4%	-6.1%	3.4%	1.0	/	0.6%	-6.7%	2.0
9) Cc1csc(NC(=O)CSc2nccn2Cc2ccco2)n1
→ 0.1	-0.7%	-3.6%	14.0%	-0.3	-6.2	-8.4%	0.1%	-0.6
10) CCOC(=O)c1sc(SC)c2c1CCC/C2=N/OC
→ -1.0	-17.9%	-0.7%	5.8%[57.1 µM]	4.4	1.2	3.6%	7.8%[57.1 µM]	-2.4
11) Cc1ccc(CNS(=O)(=O)c2ccc3c(c2)CC(C)N3C(=O)C2CCC2)cc1 (configuration not stated)
→ 2.7	3.3%	-0.5%	3.5%	/	/	0.0%	-0.5%	-4.7
12) CCn1c(-c2cccc(S(=O)(=O)N3CCCC3)c2)n[nH]c1=S
→ 0.2	-23.1%	0.7%	1.9%	0.4	-5.5	4.1%	11.9%	6.9
13) CCOCCCNC(=O)Cn1nc(C)n2c(cc3cc(C)ccc32)c1=O
→ -0.4	-17.3%	-9.2%	2.3%	-0.4	/	-9.3%	5.4%	-1.1
14) CCOC(=O)c1sc(N2C(=O)c3oc4cc(C)c(C)cc4c(=O)c3C2c2ccc(C)cc2)nc1C (configuration not stated)
→ -0.4	-20.7%	-0.8%	9.4%	-0.2	/	25.9%	5.7%	0.1
15) CCOc1cc(CNc2ccc3c(c2)CCC3)ccc1O
→ 0.5	-21.5%	2.3%	?	-0.5	-5.4	8.4%	-18.1%	7.2
16) CCOC(=O)N1CCc2cc(OC)c(OC)c3c2c1cc1cc(OC)c(OC)cc13
→ /	?	16.0%	10.9%[11.4 µM]	/	/	-15.9%	33.9%[57.1 µM]	/
17) COc1ccc(NC2CCCN(C(=O)c3cc(CC(C)C)nc(N)n3)C2)cc1 (configuration not stated)
→ -0.1	-16.5%	-3.5%	-8.2%	-2.4	-9.3	6.9%	-1.7%	10.1
18) O=C(CSc1nncs1)NNC(=O)c1ccco1
→ 1.3	-9.5%	1.3%	10.3%	0.5	-0.2	-1.0%	1.6%	3.8
19) C=CCn1c(SCC(=O)NCc2cccs2)nnc1C1CCCCC1
→ -0.5	-5.4%	6.5%	-3.2%	0.4	11.5	-2.5%	12.8%[57.1 µM]	0.8
20) O=C(CSc1nnc(C2CC2)n1Cc1ccco1)NCC(F)(F)F
→ 1.7	-9.7%	-1.7%	1.9%	2.8	-1.2	4.6%	-5.6%[57.1 µM]	7.9
21) COc1ccc(-n2nc(C(=O)Nc3cccc(C)n3)c3c4ccccc4n(C)c3c2=O)cc1Cl
→ 0.2	0.3%	-2.7%	22.5%	-1.7	/	30.4%	4.1%[2.29 µM]	6.6
22) COc1ccc(NC(=O)CCNC(=O)c2ccccc2)cc1S(N)(=O)=O
→ 1.0	-15.6%	-1.7%	20.3%	0.2	4.2	0.9%	5.0%	3.1
23) COc1ccccc1C(=O)NNC(=O)C(=O)NC(C)(C)C
→ -3.7	-8.8%	0.1%	3.5%	-0.2	16.2	-4.6%	-10.0%	-0.3
24) COC(=O)C1=CN(Cc2ccc(OC)cc2)C=C(C(=O)OC)C1c1ccsc1
→ 0.0	-26.1%	12.5%	23.0%[11.4 µM]	-0.1	17.0	-2.2%	169.2%	-1.1
25) Cc1ccc(NC(=O)C2OCCc3ccccc32)cc1Cl (configuration not stated)
→ -0.8	-2.3%	0.3%	26.1%	0.8	-12.4	13.4%	0.5%	-0.9
26) Cc1ccc(S(=O)(=O)N2CCCCC2)cc1NC(=O)COC(=O)CNC(=O)c1cc(Cl)cc([N+](=O)[O-])c1
→ -0.1	-10.4%	1.4%	9.2%	-1.2	-9.1	3.9%	-1.5%	0.7
27) COc1ccccc1NS(=O)(=O)c1cccc(C(=O)NCC2(N3CCCCC3)CCCCC2)c1
→ /	-18.0%	-7.7%	7.1%	/	/	3.9%	-1.1%	/
28) CCN(CCNC(=O)c1ccc(CSc2nc3ccncc3[nH]2)cc1)c1ccccc1
→ 0.2	-6.3%	0.6%	17.0%	/	/	5.6%	5.4%	5.4
29) CCc1cnc2c(c1SCC(=O)N1CCC(C)CC1)c(=O)n(C)c(=O)n2C
→ -0.4	-19.4%	4.9%	8.7%[57.1 µM]	0.4	/	4.2%	-3.0%[57.1 µM]	-5.5
30) Cc1ccc(SCC(=O)OCC(=O)NC2CCCCCC2)cc1
→ 1.8	-19.2%	1.3%	21.3%	0.2	-14.4	14.4%	1.9%	9.7
31) COc1ccc(NC(=O)c2ccc3ccccc3c2OC)cc1
→ /	-8.9%	-0.1%	-14.8%	/	/	8.0%	-10.1%	/
32) O=C1[C@H]2[C@@H](c3ccc(F)cc3)N3C(=O)N(c4ccc(Br)cc4)C(=O)[C@@]3(Cc3ccc(Cl)cc3)[C@H]2C(=O)N1C1CCCCC1
→ 3.0	-12.9%	17.7%	16.1%[57.1 µM]	0.5	-6.1	-9.2%	5.4%[57.1 µM]	3.7
33) O=C(N/C(=C\c1ccco1)C(=O)N1CCCC1)c1ccccc1
→ 0.4	-18.8%	-15.1%	29.4%[57.1 µM]	0.4	11.8	-0.7%	9.0%[57.1 µM]	-7.3
34) Clc1ccc(CSc2ncnc3c2ncn3C2CCCCO2)cc1 (configuration not stated)
→ /	-10.5%	0.7%	9.4%	/	/	3.3%	1.2%	/
35) O=C1c2ccccc2C(=O)N1CC(O)Cn1nnc2ccccc21 (configuration not stated)
→ 0.7	-8.2%	-7.9%	12.9%	-0.2	8.3	-1.4%	11.1%	-0.8
36) CCOc1ccc(Cn2c(O)cc(=O)[nH]c2=O)cc1
→ 0.9	-13.7%	?	?	2.4	9.0	-4.6%	-12.5%	2.6
37) Cc1ccc(CN2CC(C(=O)N3CCN(S(=O)(=O)c4cccc(F)c4)CC3)CC2=O)cc1 (configuration not stated)
→ -0.5	1.1%	2.6%	30.8%	0.0	9.5	-2.5%	8.1%	0.1
38) Cc1ccc(C(=O)COC(=O)[C@@H](NC(=O)c2ccco2)C(C)C)s1
→ /	0.0%	-0.6%	1.6%[57.1 µM]	/	/	0.0%	-8.2%	/
39) Cc1ccc(S(=O)(=O)N(C)c2ccc(OCC(=O)Nc3cc(C(=O)O)ccc3Cl)cc2)cc1
→ /	-25.8%	-3.7%	-13.1%	/	/	1.9%	-9.3%	/
40) COCCCNC(=O)COc1cc(C)c(Cl)c(C)c1
→ -0.4	-18.0%	-8.0%	7.7%	-1.1	-2.8	12.9%	3.7%	-4.6
41) O=C1CCCS(=O)(=O)c2ccccc21
→ 0.2	?	5.6%	9.3%[57.1 µM]	2.0	-4.6	12.4%	2.8%[57.1 µM]	2.2
42) Cc1ccc(N2CCCn3c2nc2c3c(=O)n(CCN3CCOCC3)c(=O)n2C)cc1
→ 0.3	/	/	/	0.5	4.7	/	/	4.3
43) O=C(Nc1ccc(N2CCN(C(=O)c3ccc(Cl)cc3)CC2)cc1)c1cc2ccccc2o1
→ -0.4	-3.6%	-1.1%	18.0%	0.9	-2.9	-0.7%	3.2%[57.1 µM]	5.4
44) COc1ccc(C(=O)Nc2nnc(Cc3ccccc3)s2)c(OC)c1
→ 0.0	-23.4%	-4.4%	-4.8%	-0.1	-6.7	4.3%	-4.1%	-0.8
45) Cc1ccc(C)c(S(=O)(=O)C(C#N)c2nc3ccccc3nc2N2CC(C)OC(C)C2)c1 (configuration not stated)
→ 1.1	-18.5%	0.2%	-7.8%	3.7	9.7	-2.8%	-9.9%	-0.5
46) CCNC(=S)Nc1ccc(S(=O)(=O)Nc2cc(C)nc(C)n2)cc1
→ 0.3	-12.7%	-6.2%	-8.9%	1.6	8.8	0.0%	-4.3%	10.5

Screening data: PubChem, National Center for Advancing Translational Sciences (NCATS)

Only part of the results is shown (hit frequency here may not be typical).
